All columns: NCI-60 one-dose screen, growth in % after 48 h at 10 µM unless noted; 100 = growth as untreated, 0 = no growth, -100 = all killed.
PC-3: PC-3 prostate cancer cells | actives 3.9% (n = 80,000)
SF-295: SF-295 CNS cancer cells. actives 5.6% (n = 79,000)
SF-539: SF-539 CNS cancer | actives 6.8% (n = 81,000)
SF-268: SF-268 CNS cancer cells. actives 3.1% (n = 82,000). AID 1794759
SNB-19: SNB-19 CNS cancer cells; actives 2.5% (n = 81,000)
OVCAR-8: OVCAR-8 ovarian cancer; actives 4.4% (n = 81,000)
OVCAR-3: OVCAR-3 ovarian cancer; actives 7% (n = 79,000); AID 1794787
U251: U251 CNS tumor cells; AID 1794753; actives 5.4% (n = 80,000)
DU-145: DU-145 prostate cancer | actives 4.2% (n = 81,000) | AID 1794760
Numbers without * were called inactive; x = no result given; [ ] = remark or other dose. How the source made its calls: active means growth percent below 10; inactive means the rest.

Start of the data: the first seven compounds as a preview:
SMILES | PC-3 | SF-295 | SF-539 | SF-268 | SNB-19 | OVCAR-8 | OVCAR-3 | U251 | DU-145
O=C(Nc1nc(-c2cccnc2)nc2c1sc(=S)n2-c1ccccc1)C(F)(F)F | 81 | 93 | 84 | 80 | 90 | 93 | 101 | 48 | 94
NC(=NCCCOc1ccc(F)cc1)Nc1ccc(Cl)cc1 | 50 | 48 | 60 | 50 | 55 | 90 | 90 | 77 | 25
COc1cccc(NC(=O)N2CCN(c3nc(-c4ccc(C)cc4)nc4ccccc34)CC2)c1 | 64 | 77 | 89 | 66 | 75 | 80 | 88 | 73 | 81
Brc1ccc(-c2csc(Nc3ccccn3)n2)cc1 | x | 100 | 102 | 115 | 99 | 101 | 83 | 166 | 109
Cc1ccc2oc(=O)cc(-c3cc(C)nc(N)c3C#N)c2c1 | 74 | 92 | 95 | 85 | 80 | x | 94 | 96 | 101
Fc1ccc(-n2cc(-c3ccccc3)c3c2ncn2nc(-c4ccc(Cl)cc4)nc32)cc1 | 99 | 95 | 95 | 98 | 94 | 103 | 112 | 101 | 111
Cc1noc2c(Cc3ccccc3)nn(CC(=O)N/N=C/c3ccc(Cl)cc3)c(=O)c12 | 76 | 39 | 68 | 60 | 71 | 8.0* | -32* | 22 | 69

The whole of this part, from the first entry:
SMILES | PC-3 | SF-295 | SF-539 | SF-268 | SNB-19 | OVCAR-8 | OVCAR-3 | U251 | DU-145
O=C(Nc1nc(-c2cccnc2)nc2c1sc(=S)n2-c1ccccc1)C(F)(F)F | 81 | 93 | 84 | 80 | 90 | 93 | 101 | 48 | 94
NC(=NCCCOc1ccc(F)cc1)Nc1ccc(Cl)cc1 | 50 | 48 | 60 | 50 | 55 | 90 | 90 | 77 | 25
COc1cccc(NC(=O)N2CCN(c3nc(-c4ccc(C)cc4)nc4ccccc34)CC2)c1 | 64 | 77 | 89 | 66 | 75 | 80 | 88 | 73 | 81
Brc1ccc(-c2csc(Nc3ccccn3)n2)cc1 | x | 100 | 102 | 115 | 99 | 101 | 83 | 166 | 109
Cc1ccc2oc(=O)cc(-c3cc(C)nc(N)c3C#N)c2c1 | 74 | 92 | 95 | 85 | 80 | x | 94 | 96 | 101
Fc1ccc(-n2cc(-c3ccccc3)c3c2ncn2nc(-c4ccc(Cl)cc4)nc32)cc1 | 99 | 95 | 95 | 98 | 94 | 103 | 112 | 101 | 111
Cc1noc2c(Cc3ccccc3)nn(CC(=O)N/N=C/c3ccc(Cl)cc3)c(=O)c12 | 76 | 39 | 68 | 60 | 71 | 8.0* | -32* | 22 | 69
CC1CCN(C(=O)CC#N)CC1 | 91 | 107 | x | 101 | 100 | 99 | 114 | 100 | 113
CN(C)c1ccc(/C=C2\C=C(c3ccc(Cl)c(Cl)c3)N(C(=O)c3ccccc3)NC2=O)cc1 | 126 | 93 | 96 | 93 | 104 | 100 | 108 | 98 | 105
O=[N+]([O-])c1cc(/C=N/Nc2nc(N/N=C/c3ccc(Cl)c([N+](=O)[O-])c3)nc(N3CCOCC3)n2)ccc1Cl | 101 | 107 | 94 | 100 | 99 | 97 | 110 | 106 | 111
CN1C(=O)C(/C(N)=N/O)=C(N)C12CCCC2 | 93 | 106 | 102 | 108 | 106 | 85 | 97 | 106 | 123
COc1cc2c(cc1OC)-c1cc3c(O)[nH]c(=S)n3c(=O)c1=N2 | 101 | 101 | 100 | 104 | 98 | 104 | 114 | 101 | 106
O=C1C2C3C=CC(O3)C2C(=O)N1Cc1ccncc1 (configuration not stated) | 109 | 101 | 105 | 101 | 95 | 105 | 105 | 102 | 106
CC(=O)NNC(=S)N/C=C/c1c(C)ccc([N+](=O)[O-])c1[N+](=O)[O-] | 97 | 103 | 100 | 97 | 113 | 102 | 103 | 112 | 104
COc1ccc(/C=C2/SC(=O)NC2=O)cc1OCc1cn(-c2ccc(S(=O)(=O)Nc3nccs3)cc2)nn1 | 100 | 104 | 99 | 98 | 103 | 102 | 107 | 104 | 111
O=C(CSc1nnc2n1S(=O)(=O)c1ccccc1N2c1ccccc1)Nc1nc2ccc([N+](=O)[O-])cc2s1 | 104 | 130 | 95 | 92 | 89 | 91 | 105 | 88 | 112
Cc1ccc(C(O)c2ccccc2)cc1 (configuration not stated) | 101 | 100 | 102 | 97 | 104 | 100 | 107 | 101 | 106
CCC(CC)NCC(C)OC(=O)c1ccc([N+](=O)[O-])cc1 (configuration not stated) | 95 | 101 | 105 | 110 | 104 | 99 | 107 | 97 | 106
C=C(C)[C@@H]1CC[C@]2(C(=O)NCc3ccc(OCc4cn(-c5ccc(Cl)cc5Cl)nn4)c(OC)c3)CC[C@]3(C)C(CCC4[C@@]5(C)CCC(OC(C)=O)C(C)(C)C5CC[C@]43C)C12 (some centres not stated) | 114 | 100 | 98 | 105 | 89 | 97 | 118 | 99 | 118
COc1cc(C2CC(c3ccc(C)cc3)=NN2C(C)=O)ccc1Oc1nc2c(c(=O)n(C)c(=O)n2C)n1C (configuration not stated) | 82 | 79 | 102 | 67 | 83 | 93 | 117 | 90 | 73
CC(=O)N(CCc1ccncc1)CCc1ccncc1 | 104 | 118 | 117 | 107 | 112 | 102 | 114 | 99 | 107
O=C(COc1ccc(Cl)cc1Cl)OCCCl | 99 | 98 | 98 | 105 | 102 | 95 | 105 | 96 | 109
CC(O)/C=C/C=C/C(O)CC/C=C/C(=O)NCC(C)(C)O (configuration not stated) | 92 | 107 | 109 | 108 | 100 | 93 | 115 | 98 | 106
COc1ccc(N2C(=O)C(=S)N(c3ccc(OC)cc3)C2=O)cc1 | 89 | 96 | 100 | 96 | 97 | 101 | 105 | 99 | 110
Cc1oc2ncnc(Nc3cccc(F)c3)c2c1C(=O)NCCO | 111 | x | 91 | 101 | 104 | 105 | 107 | 104 | 105
SMILES | PC-3 | SF-295 | SF-539 | SF-268 | SNB-19 | OVCAR-8 | OVCAR-3 | U251 | DU-145
N/N=c1\scc(-c2cc3ccccc3oc2=O)n1N | 96 | 100 | 98 | 97 | 103 | 101 | 103 | 95 | 98
CN1CCN(c2ccc(Nc3nc(NCCNC(=O)c4ccc(Cl)cc4)c4sccc4n3)cc2)CC1 | 113 | 100 | 99 | 103 | 105 | 104 | 135 | 102 | 112
Cc1ccc(/C=C2\SC(=S)N(CCC(=O)NCCN3CCOCC3)C2=O)cc1 | x | 93 | 97 | 96 | 95 | 97 | 100 | 96 | 100
CCCCCC(C)NCC(O)Cc1ccccc1 (configuration not stated) | 83 | 102 | 105 | 99 | 102 | 93 | 101 | 99 | 112
C=C1C(=O)O[C@H]2[C@H]1CC/C(COC(=O)/C=C\C(=O)NCc1ccc(Cn3c(=O)sn(-c4ccc(C#N)cc4)c3=O)cc1)=C\CC[C@@]1(C)O[C@@H]21 | -62* | 56 | -99* | -75* | -65* | -11* | -90* | -66* | -94*
CCc1ccc(Cn2c(=O)nc(SC)[nH]c2=O)cc1 | 100 | 115 | 103 | 104 | 102 | 108 | 109 | 94 | 108
Nc1cc(C(F)(F)F)ccc1Cl | 125 | 94 | 94 | 134 | 108 | 108 | 166 | 104 | 168
Fc1ccc(/C=N/Nc2ccc3nnc(-c4ccc(Cl)cc4)n3n2)cc1 | 94 | 86 | 88 | 90 | 94 | 91 | 108 | 93 | 94
O=c1ccc2c([N+](=O)[O-])cccc2[nH]1 | 94 | 94 | 86 | 99 | 104 | 97 | 110 | 95 | 104
Cc1ccc2c(c1S(=O)(=O)Cl)C(=O)c1ccccc1C2=O | 83 | 101 | 93 | 103 | 103 | 109 | 113 | 101 | 111
CC(C)(C)Nc1c(-c2ccc(-c3ccccc3)cc2)nc2ccccn12 | 79 | 90 | 107 | 100 | 89 | 100 | 93 | 93 | 89
COc1cc(C)cc(-c2nn(CC(N)=O)cc2-c2ccnc(Oc3ccc(OC)c(OC)c3)n2)c1 | 93 | 87 | 88 | 101 | 106 | 94 | 109 | 98 | 103
CCOC(=O)Nc1ccc2c(c1)/C(=N\NC(=S)NC)c1ccccc1-2 | 82 | 47 | 71 | 101 | 72 | 83 | 96 | 62 | 89
O=C(O)CCCNC(=O)c1nc(-c2ccccc2)n(-c2ccccc2)n1 | x | 101 | 101 | 101 | 106 | 101 | 118 | 96 | 109
CC(=O)Nc1cc(S(=O)(=O)O)cc2cc(S(=O)(=O)O)c(N=Nc3ccc(C(=O)Nc4ccc5cc(S(=O)(=O)O)ccc5c4)cc3)c(O)c12 | 84 | 79 | 74 | 95 | 114 | 102 | 101 | 86 | 86
Cc1ccc(/C=N\N=C\c2ccc(C)cc2)cc1 | 111 | 103 | 107 | 104 | 102 | 109 | 109 | 108 | 105
COc1cc(C(=O)Cn2cc(CNC(=O)c3ccc4ccc5ccc(C(=O)NCc6cn(CC(=O)c7cc(OC)c(OC)c(OC)c7)nn6)nc5c4n3)nn2)cc(OC)c1OC | 108 | 101 | 99 | 104 | 92 | 102 | 113 | 101 | 109
Nc1ccc([N+](=O)[O-])cc1Br | 102 | 110 | 102 | 102 | 102 | 109 | 121 | 98 | 113
CCOC(=O)CCN(CCC(=O)OCC)c1ccccc1 | 93 | 107 | 92 | 94 | 104 | 94 | 85 | 92 | 111
COc1ccc(/C=N/N=C(\N)c2c(N)nc(=S)[nH]c2-c2ccc(Cl)cc2Cl)cc1 | 99 | 86 | 97 | 104 | 93 | 103 | 113 | 103 | 110
Nc1nc2c(ccc3ccccc32)s1 | 84 | 103 | 89 | 112 | 89 | 110 | 133 | 97 | 86
O=C(O)c1ccc(-c2nn(-c3ccc(C(=O)O)cc3)cc2/C=N/Nc2c(F)c(F)cc(F)c2F)cc1 | 101 | 102 | 102 | 93 | 110 | 108 | 104 | 104 | 105
C=C1C[C@H]2C[C@H](C)[C@H]3CC[C@H](C)C4=C3[C@@](O)(OC4=O)[C@@]2(C)C1 | x | 103 | 107 | 103 | 92 | 98 | 120 | 96 | 102
Cc1nc(Nc2ccc(NC(=S)Nc3ccccc3)cc2)nc2nc(Nc3ccc(S(=O)(=O)O)cc3)[nH]c(=O)c12 | 100 | 113 | 132 | 106 | 96 | 50 | 139 | 110 | 145
Cc1ccc2c(-n3nc(C#N)c(C#N)c3N)cc(=O)[nH]c2c1 | 71 | 94 | 90 | 94 | 89 | 86 | 91 | 86 | 94
SMILES | PC-3 | SF-295 | SF-539 | SF-268 | SNB-19 | OVCAR-8 | OVCAR-3 | U251 | DU-145
O=C(CNC(=O)c1cccc2ccccc12)Nc1ccccc1Oc1cccc(O)c1 | 28[5 µM] | 3.3*[5 µM] | -18*[5 µM] | 50[5 µM] | 38[5 µM] | 15[5 µM] | -11*[5 µM] | 14[5 µM] | 17[5 µM]
Oc1ccc2ccccc2c1CN(Cc1ccccc1)Cc1cc(Cl)cc(Cl)c1O | 87 | 108 | 99 | 92 | 98 | 96 | 101 | 96 | 106
Oc1ccc(C(=Nc2ccccc2)c2ccccc2)c(O)c1 | 100 | 110 | 116 | 111 | x | 95 | 104 | 98 | 108
O=C1c2ccccc2C(=O)C1c1ccc2ccccc2n1 | 84 | 89 | 79 | 101 | 97 | 82 | 99 | 86 | 89
CN(C)CCCNCc1ccc(-c2ccc(F)c(Cl)c2)o1 | 39 | -18* | 61 | 53 | 74 | 59 | 34 | -30* | 20
C=C1c2c(C)nn(-c3ccc(S(N)(=O)=O)cc3)c2N(C)C23CC1C1(C)c4c(C)nn(-c5ccc(S(N)(=O)=O)cc5)c4N(C)C(C)(CC12)C3 (configuration not stated) | 24 | 30 | 57 | 42 | 43 | 40 | 42 | 25 | 44
COc1cc2nc(CCC(N)=O)c(CC(N)=O)cc2c(OC)c1OC | 100 | 96 | 103 | 103 | 104 | 99 | 108 | 103 | 107

Full records, looked up by structure. Screens in order: PC-3	SF-295	SF-539	SF-268	SNB-19	OVCAR-8	OVCAR-3	U251	DU-145
Results for `O=C1c2ccccc2C(=O)C1c1ccc2ccccc2n1` → 84	89	79	101	97	82	99	86	89
Results for `CC(C)(C)Nc1c(-c2ccc(-c3ccccc3)cc2)nc2ccccn12` → 79	90	107	100	89	100	93	93	89

Bioassay records deposited in PubChem BioAssay by NCI.
